From PubChem BioAssay
DTT redox prof – compounds producing H2O2 with reducing agent – biochemical, NIH compound library profiling, artefact control for MLSCN library redox annotation, primary screen; DTT-dependent redox cycling H2O2, phenol red/HRP absorbance; 100% = 100 µM peroxide control, 0% = buffer; activation, % at 10 µM; 0.03% of 200,000 active; AID 878, 2007;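 active means activation of at least 50% relative to the plate's high and low controls in the primary single-dose screen; inactive means activation below 50%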;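 further: compound incubated with DTT at 0.8 mM final as the reducing agent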
bIAP inh – bovine intestinal alkaline phosphatase inhibitors, primary screen, selectivity assay for TNAP inhibitor project, biochemical, bovine IAP, CDP-star luminescence. purified bovine IAP, 30 min. AID 1019, 2008. inhibition, % at 20 µM. alkaline phosphatase, intestinal [Bos taurus]. 190,000 tested, under 10 active;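 active means over 50% inhibition of intestinal alkaline phosphatase at 20 µM in the single-dose screen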
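Assay system – bovine IAP enzyme · Quantity – bovine IAP at 1/65,000,000 final dilution · Detection – CDP-star luminescence signal · Times – 30 min reaction at room temperature · Also added – CDP-star substrate at 30 µM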
bIAP activator – bovine intestinal alkaline phosphatase activators, primary screen, biochemical, bovine IAP, CDP-star luminescence; AID 1016, 2008; purified bovine IAP, 30 min; stronger effect = higher value; fold of DMSO-control signal, blank-subtracted; alkaline phosphatase, intestinal [Bos taurus]; 0.17% of 200,000 active; activation factor at 20 µM;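 active means activation factor of 2 or more at 20 µM, a signal rise over negative controls twice the positive control's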
ROMK primary – ROMK potassium channel modulators, primary screen, cell-based, thallium flux, MLSMR library | ATP-sensitive inward rectifier potassium channel 1 (Homo sapiens), P48048 | B-score at 10 µM | AID 1918, 2009 | 2% of 130,000 active | Tet-inducible ROMK, thallium flux fluorescence; actives lie on both sides;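 active means signal ratio slope over the read window, or its plate-corrected B-score, at least 3 SD from the plate mean, either direction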;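 further: B-score of the F/F0 ratio slope over 7 to 12 s after thallium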
Target sequence (P48048 whole entry, looked up): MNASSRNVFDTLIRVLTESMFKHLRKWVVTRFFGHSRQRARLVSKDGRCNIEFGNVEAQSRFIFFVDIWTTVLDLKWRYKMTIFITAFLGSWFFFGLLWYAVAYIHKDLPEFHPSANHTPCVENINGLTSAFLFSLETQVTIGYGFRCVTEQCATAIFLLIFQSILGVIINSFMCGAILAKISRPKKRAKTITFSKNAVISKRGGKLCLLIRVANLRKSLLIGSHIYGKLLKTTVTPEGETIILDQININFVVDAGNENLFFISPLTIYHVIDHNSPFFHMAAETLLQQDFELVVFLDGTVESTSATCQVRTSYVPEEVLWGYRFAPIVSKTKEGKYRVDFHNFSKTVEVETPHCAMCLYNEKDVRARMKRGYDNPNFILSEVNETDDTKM
PPARg SRC3 recr – PPARgamma agonists recruiting SRC-3 coactivator, primary screen, biochemical. Peroxisome proliferator-activated receptor gamma (Homo sapiens), P37231. biochemical PPARgamma/SRC-3 coactivator recruitment assay. activation, % at 8 µM. 0.26% of 200,000 active; in the data active means activation above about 23%;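 further: 0% = DMSO and 100% = reference agonist; some compounds past the cut are filed as inactive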
Target sequence (P37231 whole entry, looked up): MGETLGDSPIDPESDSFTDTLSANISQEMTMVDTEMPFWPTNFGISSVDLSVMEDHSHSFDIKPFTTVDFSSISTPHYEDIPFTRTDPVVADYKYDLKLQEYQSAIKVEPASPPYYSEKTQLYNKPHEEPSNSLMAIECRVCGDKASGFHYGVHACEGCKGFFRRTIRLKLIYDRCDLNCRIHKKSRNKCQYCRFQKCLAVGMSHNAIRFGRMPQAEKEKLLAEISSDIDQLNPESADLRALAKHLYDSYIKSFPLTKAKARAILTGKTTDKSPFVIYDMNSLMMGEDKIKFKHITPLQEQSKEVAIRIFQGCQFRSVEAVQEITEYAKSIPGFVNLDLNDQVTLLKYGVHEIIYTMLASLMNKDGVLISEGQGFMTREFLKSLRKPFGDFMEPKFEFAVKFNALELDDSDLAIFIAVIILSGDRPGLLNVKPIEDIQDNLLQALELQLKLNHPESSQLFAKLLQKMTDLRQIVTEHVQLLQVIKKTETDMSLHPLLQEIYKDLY
L major viab – Leishmania major promastigote growth inhibition, primary screen. Leishmania major promastigotes, resazurin fluorescence viability. inhibition, % at 10 µM. 9% of 200,000 active; in the data active means inhibition above about 50%;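 further: promastigotes grown with compound for 44 hours at 28 °C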
PPARg SRC1 recr – PPARgamma agonists recruiting SRC-1 coactivator, primary screen, biochemical. Peroxisome proliferator-activated receptor gamma (Homo sapiens), P37231. PPARgamma-SRC-1 coactivator recruitment biochemical assay. activation, % at 8 µM. 0.41% of 200,000 active. AID 631, 2007; in the data active means activation above about 19%;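 further: 0% = DMSO and 100% = reference agonist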
PPARg SRC-2 ag – agonists of PPARg-SRC-2 recruitment, primary screen, biochemical, HTS; Peroxisome proliferator-activated receptor gamma (Homo sapiens), P37231; PPARgamma LBD-SRC-2 recruitment; activation, % at 8 µM; 0.34% of 200,000 active; in the data active means activation above about 22%;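 further: 0% = vehicle and 100% = reference agonist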
TLR4-MyD88 BLA – inhibitors of TLR4-MyD88 association in cells, primary screen, cell-based, HeLa CL3-4, BLA complementation, FRET ratio. 0.18% of 200,000 active. Toll-like receptor 4 (Homo sapiens) + Myeloid differentiation primary response protein …. AID 861, 2007. HeLa CL3-4 TLR4/MyD88 BLA complementation. inhibition, % at 8.4 µM; in the data active means inhibition above about 25%;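 further: 0% = vehicle and 100% = reference inhibitor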
S1P3 antag – S1P3 receptor antagonists, primary screen, cell-based | AID 485, 2006 | CHO S1P3 NFAT-BLA reporter, FRET fluorescence, antagonist mode | 0.27% of 170,000 active | inhibition, % at 4.98 µM | Sphingosine 1-phosphate receptor 3 (Homo sapiens), Q99500;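 active means inhibition above the plate cutoff, the mean inhibition of test wells on that plate plus 3 SD, cut at about 28% in these data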;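 further: cells challenged with S1P at its EC80 of 0.8 µM; blue over green emission ratio from cleaved BLA substrate after 4 h stimulation; 0% = S1P-stimulated wells and 100% = unstimulated DMSO-only wells; some compounds past the cut are filed as inactive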
SRC2 TRFRET art – TR-FRET signal artefacts, primary screen, artefact control for PPARgamma SRC-2 agonist project, biochemical | TR-FRET artefact counter-screen; stronger effect = higher value | TR-FRET ratio at 8 µM | 0.4% of 200,000 active; in the data active means TR-FRET ratio above about 2000; further: inactives centre near 1500
The depositor's hits bear a star; . = no result given.

SMILES	DTT redox prof	bIAP inh	bIAP activator	ROMK primary	PPARg SRC3 recr	L major viab	PPARg SRC1 recr	PPARg SRC-2 ag	TLR4-MyD88 BLA	S1P3 antag	SRC2 TRFRET art
CN(C(=O)COC(=O)c1ccc(Cl)nc1)C1CCS(=O)(=O)C1 (stereo not given)	0.1	-8	1.1	0.95	4	-7	2	8	6	-18	1732
O=C(CCCC(=O)N/N=C\c1ccccn1)N/N=C\c1ccccn1	-0.5	-6	1.1	-0.52	-5	-5	-2	-9	-10	-1	1561
COc1ccc(CCNC(=O)CSc2cn(Cc3cccc(C)c3)c3ccccc23)cc1OC	0.4	13	0.9	-0.77	3	7	-3	-5	-1	-8	1656
COc1ccc(-c2cn3cc([N+](=O)[O-])ccc3n2)cc1OC	-0.4	8	0.9	1.2	-2	10	4	2	-7	5	1449
COc1ccccc1C(=O)OCC(=O)NC(=O)NCc1ccccc1	-0.1	2	1	-0.98	8	18	15	14	-2	-20	1813
O=c1cc(-c2ccccc2)[nH]c2ccccc12	0.4	0	1	1.5	3	5	1	-2	2	-1	1589
O=C(NC1CCCCCC1)c1ccc2nc3cc(Cl)ccc3c(=O)n2c1	-0.2	5	1	0.31	-7	4	0	-6	0	0	1530
CCSc1ccccc1C(=O)N1CCN(Cc2ccc3c(c2)OCO3)CC1	0.6	-6	1.1	-1.1	8	-5	0	4	4	10	1434
Cc1ccc(S(=O)(=O)/N=C2\SC(CC(=O)Nc3ccc(F)cc3)C(=O)N2c2ccccc2)cc1 (stereo not given)	-0.3	-13	1.1	-1.4	1	63*	6	10	8	4	1692
CN(C)/C=C/C(=O)c1cc(F)cc(C(F)(F)F)c1	-0.5	15	0.8	1.7	4	-1	1	0	-1	-5	1525
COc1ccc2c(c1)C(NC(=O)C(F)(F)F)CC2=O (stereo not given)	-3.6	3	1	.	1	-4	-9	1	-4	.	1419
O=C(NCC1CCCO1)C1CCC(CNS(=O)(=O)c2ccccc2)CC1 (stereo not given)	1.2	7	0.9	.	13	-8	5	10	-10	15	1631

Laid out differently: entries from further up
SMILES,DTT redox prof,bIAP inh,bIAP activator,ROMK primary,PPARg SRC3 recr,L major viab,PPARg SRC1 recr,PPARg SRC-2 ag,TLR4-MyD88 BLA,S1P3 antag,SRC2 TRFRET art
CN(C(=O)COC(=O)c1ccc(Cl)nc1)C1CCS(=O)(=O)C1 (stereo not given),0.1,-8,1.1,0.95,4,-7,2,8,6,-18,1732
O=C(CCCC(=O)N/N=C\c1ccccn1)N/N=C\c1ccccn1,-0.5,-6,1.1,-0.52,-5,-5,-2,-9,-10,-1,1561
COc1ccc(CCNC(=O)CSc2cn(Cc3cccc(C)c3)c3ccccc23)cc1OC,0.4,13,0.9,-0.77,3,7,-3,-5,-1,-8,1656
COc1ccc(-c2cn3cc([N+](=O)[O-])ccc3n2)cc1OC,-0.4,8,0.9,1.2,-2,10,4,2,-7,5,1449
COc1ccccc1C(=O)OCC(=O)NC(=O)NCc1ccccc1,-0.1,2,1,-0.98,8,18,15,14,-2,-20,1813
O=c1cc(-c2ccccc2)[nH]c2ccccc12,0.4,0,1,1.5,3,5,1,-2,2,-1,1589
O=C(NC1CCCCCC1)c1ccc2nc3cc(Cl)ccc3c(=O)n2c1,-0.2,5,1,0.31,-7,4,0,-6,0,0,1530
CCSc1ccccc1C(=O)N1CCN(Cc2ccc3c(c2)OCO3)CC1,0.6,-6,1.1,-1.1,8,-5,0,4,4,10,1434
Cc1ccc(S(=O)(=O)/N=C2\SC(CC(=O)Nc3ccc(F)cc3)C(=O)N2c2ccccc2)cc1 (stereo not given),-0.3,-13,1.1,-1.4,1,63*,6,10,8,4,1692
CN(C)/C=C/C(=O)c1cc(F)cc(C(F)(F)F)c1,-0.5,15,0.8,1.7,4,-1,1,0,-1,-5,1525
COc1ccc2c(c1)C(NC(=O)C(F)(F)F)CC2=O (stereo not given),-3.6,3,1,.,1,-4,-9,1,-4,.,1419
O=C(NCC1CCCO1)C1CCC(CNS(=O)(=O)c2ccccc2)CC1 (stereo not given),1.2,7,0.9,.,13,-8,5,10,-10,15,1631

(cont.)
SMILES	DTT redox prof	bIAP inh	bIAP activator	ROMK primary	PPARg SRC3 recr	L major viab	PPARg SRC1 recr	PPARg SRC-2 ag	TLR4-MyD88 BLA	S1P3 antag	SRC2 TRFRET art
CN(c1ccccc1)S(=O)(=O)c1ccc(Cl)c(C(=O)Nc2ccc(-c3nc4ccccc4[nH]3)cc2)c1	0.9	-5	1	.	4	96*	-2	-4	-3	8	1783
CCC1=Nc2ccccc2NC2=C1C(=O)CCC2	-0.3	-2	1	-0.093	4	-1	13	14	10	.	1573
O=C(N/N=C/c1cn(-c2cccs2)nc1-c1ccccc1)c1ccccc1O	-0.4	-32	1.3	-0.088	2	99*	12	7	-14	-2	1614
COc1ccc(-c2nc(=S)c3c(n2CCN2CCOCC2)CC(C)(C)OC3)cc1	-2.6	-1	1	.	-6	-7	5	0	8	-25	1565
Cc1ccc(C)c(OCC(=O)Nc2c[nH]c(=O)[nH]c2=O)c1	0.6	4	1	.	3	-8	2	9	2	-9	1605
C=CCn1c(CNC(=O)c2ccco2)nnc1SCC(=O)Nc1cccc(F)c1	0.4	0	1	-0.54	-2	0	-11	-2	0	-17	1425
Nc1cc[n+](CC(=O)Nc2ccccc2)cc1	12	8	0.9	0.74	-2	-3	5	-3	6	6	1388
O=[N+]([O-])c1ccccc1N/N=C1\CCc2ccccc21	-1.1	15	0.9	.	-2	-2	-1	6	11	-8	1720
Cc1cc(N)n2ncc(-c3ccc(Cl)cc3)c2n1	1.3	4	1	.	11	55*	6	12	-5	.	1703
COc1ccc2c(C)cc(SCc3c(C)noc3C)nc2c1	0.1	10	0.9	0.0087	12	-7	2	4	-1	.	1563
CC1(C)C2CCC1(C)C(OC(=O)CC(=O)O)C2 (stereo not given)	0.5	11	0.9	0.24	-12	-7	0	-5	14	.	1360
Cc1cccc2cc(CN(CCN3CCOCC3)C(=O)Nc3ccccc3F)c(=O)[nH]c12	-0.2	-4	1	0.61	0	-2	3	1	1	-11	1497
COC(=O)c1oc2ccc(Br)cc2c1NC(=O)CCCN1C(=O)c2ccccc2C1=O	0.1	1	1	.	0	-6	6	-4	4	-14	1477
COc1cccc(Cn2nnc(C(=O)Nc3ccc(C)cc3)c2N)c1	-0.9	-4	1	.	0	-1	-1	-1	8	2	1605
Cc1ccc(N/C=C2/Sc3ccccc3NC2=O)cc1	0.1	10	0.9	1.2	3	6	2	-1	25	7	1597
CON/C=C(\C=Nc1ccc(C(F)(F)F)cc1)c1ncc(C(F)(F)F)cc1Cl	1.4	10	0.9	.	5	-2	13	3	-18	.	1798
c1ccc(COc2nsnc2N2CCOCC2)cc1	-1.2	5	0.9	.	18	-5	-1	8	-8	-40	1718
COc1cc(C2=NOC(C(=O)N3CCCCCC3)C2)cc(OC)c1OC (stereo not given)	2.0	5	0.9	1.6	2	-2	1	-2	6	-11	1412
O=C(CSc1nnc(-c2ccc(Br)cc2)n1CCc1ccccc1)NC1CCS(=O)(=O)C1 (stereo not given)	-0.1	11	0.9	0.39	7	4	11	7	14	-15	1556
COc1ccc2c(c1)-c1c(sn(-c3ccccc3)c1=S)C(C)(C)N2	3.0	9	0.9	0.64	3	26	-2	-3	-11	1	1479
CCOC(=O)C(=O)NCc1ccc(/C=C2/N=C(C)C(C(=O)OCC)=C2O)o1	-1.4	16	0.8	0.79	2	-6	3	1	16	15	1508
N#Cc1nc(-c2ccccc2F)oc1NCCc1ccccc1	1.9	5	0.9	.	-14	3	-6	-1	-5	.	1576
CC1(C)Nc2ccccc2N(CC(=O)N2CCCCC2)C1=O	1.6	12	0.9	.	5	-4	0	3	-6	24	1681
Cc1ccc(NC(=O)/C(C#N)=C/c2cccs2)c(C)c1	2.1	12	0.9	.	5	-5	8	8	13	.	1443
O=C(Nc1ccccc1Br)C1CCN(C(=O)Cc2ccccc2)CC1	-0.5	-13	1.1	0.66	3	26	0	3	-17	2	1571
CC(=O)N1CCC(=NNc2ccc(S(=O)(=O)N3CCOCC3)cc2[N+](=O)[O-])CC1	-0.5	-42	1.4	.	0	-2	-3	1	7	6	1461
COC(=O)C1Cc2c([nH]c3ccccc23)CN1 (stereo not given)	0.5	2	1	-0.59	4	-4	3	6	-5	-15	1557
COc1ccc2c(c1)C(C1=C(O)CC(C)(C)CC1=O)C1=C(CC(C)(C)CC1=O)O2 (stereo not given)	-0.1	8	0.9	.	1	-3	10	21	-8	.	1723
Cc1nn(C)cc1CNC(=O)C1(C)CC1(Cl)Cl (stereo not given)	0.0	12	0.9	0.1	4	-9	8	0	-2	-15	1602
CC(C)CC1NC(=O)N(CC(=O)N2CCCc3ccccc32)C1=O (stereo not given)	-1.5	-18	1.2	0.6	0	-8	1	2	-2	-23	1526
O=C(O)c1ccc(CSc2nnc(-c3cccnc3)n2-c2ccc(Br)cc2)cc1	-0.5	13	0.9	.	4	-8	4	1	-29	-10	1481
CCC(C)(C)n1nnnc1C(c1cc2cc(C)ccc2[nH]c1=O)N1CCCc2ccccc21 (stereo not given)	1.6	10	0.9	0.085	-5	2	4	4	10	.	1552
Cc1oncc1-c1csc(-c2ccccc2)n1	-0.9	8	0.9	-0.79	0	0	-2	-1	-16	-17	1470
Cc1cc([N+](=O)[O-])nn1CCCC(=O)NC(C)c1ccccc1 (stereo not given)	0.1	18	0.8	0.9	-2	51*	-8	-2	-6	-6	1498
COc1ccc(S(=O)(=O)NN=C2CCCC2)cc1	-6.0	0	1	.	-2	-8	10	-5	-2	.	1574
Cc1nc2ccccn2c1C(=O)CSc1cccc(Cl)c1	-1.5	-11	1.1	-2.2	2	9	1	1	4	-11	1579
